TEAD-YAP inh – TEAD-YAP interaction inhibition; HEK-TIYL cells, TEAD-Gal4/YAP UAS-luciferase luminescence; inhibition, % at 9.12 µM; 640,000 compounds, 1.4% hits; AID 1259422; in the data active = inhibition above about 32%;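 also: 0% = median of test compound wells and 100% = reference inhibitor wells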
MITF primary – inhibitors of human MITF; O75030; AlphaScreen MITF homodimerization, bead proximity signal; inhibition, % at 2.6 µM; 650,000 compounds, 0.91% hits; in the data active = inhibition above about 50%;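 also: 0% = vehicle wells with protein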
Target sequence (O75030 whole entry, looked up): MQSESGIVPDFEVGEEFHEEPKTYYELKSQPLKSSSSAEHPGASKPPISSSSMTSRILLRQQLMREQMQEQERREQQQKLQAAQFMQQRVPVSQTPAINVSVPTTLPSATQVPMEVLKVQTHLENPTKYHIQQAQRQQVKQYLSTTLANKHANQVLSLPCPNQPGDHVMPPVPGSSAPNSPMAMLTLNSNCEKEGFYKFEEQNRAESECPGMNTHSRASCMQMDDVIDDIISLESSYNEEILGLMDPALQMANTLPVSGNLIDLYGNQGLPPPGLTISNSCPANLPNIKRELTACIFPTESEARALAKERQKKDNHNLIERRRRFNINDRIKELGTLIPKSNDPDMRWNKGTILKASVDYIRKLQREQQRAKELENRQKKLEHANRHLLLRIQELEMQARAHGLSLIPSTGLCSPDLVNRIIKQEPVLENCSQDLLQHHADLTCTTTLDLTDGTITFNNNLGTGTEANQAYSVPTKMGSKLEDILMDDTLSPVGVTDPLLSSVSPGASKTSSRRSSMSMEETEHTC
FBW7 act – human FBW7 E3 ligase activation, primary screen. normalized activity (activation), % at 26.1 µM. 650,000 compounds, 0.13% hits. AlphaScreen FBW7–phospho-cyclin E peptide binding, activator screen; in the data active = normalized activity above about 1.9%;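 also: purified mutant Fbw7 with reduced substrate affinity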
GPR151 activ – human GPR151 activation | Q8TDV0 | AID 1508602 | 650,000 compounds, 1% hits | activation, % at 11.2 µM | PathHunter beta-arrestin GPR151 cells, luminescence; in the data active = activation above about 4.9%;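 also: 0% = median of compound wells and 100% = cells with positive control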
Target sequence (Q8TDV0 whole entry, looked up): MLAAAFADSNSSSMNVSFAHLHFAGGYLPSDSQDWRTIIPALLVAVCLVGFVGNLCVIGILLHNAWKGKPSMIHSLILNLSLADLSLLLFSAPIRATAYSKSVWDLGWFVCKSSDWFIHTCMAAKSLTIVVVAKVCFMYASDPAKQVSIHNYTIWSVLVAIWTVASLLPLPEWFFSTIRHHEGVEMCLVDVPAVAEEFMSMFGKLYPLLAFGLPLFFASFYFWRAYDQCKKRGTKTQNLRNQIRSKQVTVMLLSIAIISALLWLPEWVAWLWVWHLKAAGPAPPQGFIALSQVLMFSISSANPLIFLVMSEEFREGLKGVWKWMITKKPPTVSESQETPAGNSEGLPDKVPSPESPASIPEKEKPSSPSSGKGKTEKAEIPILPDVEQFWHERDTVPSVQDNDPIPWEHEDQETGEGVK
Numbers without * were called inactive; & = joins results of further samples.

SMILES	TEAD-YAP inh	MITF primary	FBW7 act	GPR151 activ
COc1cc(C(=O)OCC(=O)Nc2cc(C(N)=O)cc(C(N)=O)c2)ccc1OC(F)F	7	-21	-0.1	0.6
CCOC(=O)C(C(=O)OCC)C1OC(=O)c2cc3c(cc21)C(=O)OC3C(C(=O)OCC)C(=O)OCC (centres undefined)	-8	-8	0.1	0.1
Cc1oc2c(CN3CCCC(C)C3)c(O)ccc2c(=O)c1-c1nc2ccccc2s1 (centres undefined)	-4	3	-0.1	-1.1
COc1cc(NC(=O)c2ccccc2OC)c(C(=O)O)cc1OC	2	-22	0.1	6.7*
Cc1cc(-c2cncnc2C2CCN(C(=O)c3cccc4ncccc34)CC2)on1	6	0	0.1	0.0
CCN(CC)CCOC(=O)COc1cccc(C)c1	4	-7	0.0	-0.3
COC(=O)c1ccc(NC(=O)C2CC(=O)N(CCc3ccc(OC)c(OC)c3)C(=Nc3ccc(OC)cc3)S2)cc1 (centres undefined)	10	10	0.1	-0.6
Cc1ccc(S(=O)(=O)CCC(=O)Nc2ccc(F)cc2Cl)cc1	-3	-6	-0.1	-0.7
Cc1ccccc1-c1nnc(SCCC#N)n1C	1	6	0.1	1.6
CCOC(=O)C1=C(C)NC(=O)NC1c1ccc(-c2cccnc2Cl)o1 (centres undefined)	-13	13	-0.1	0.0
COC(=O)CCC(=O)Nc1ccc(C)cc1C	5	18	0.2	-0.7
Cc1cccc(CCNS(=O)(=O)c2ccc3c(c2)oc(=O)n3C)c1	3	18	1.1	0.3
O=C(CCOc1ccccc1)NNC(=O)COc1ccc(Cl)cc1	-1	4	0.1	-0.4
C/C(=N\Nc1cccc(C)c1C)c1c(O)cc(C)oc1=O	6	9	0.2	1.2
O=C1CCCN1CCCNc1nc(NC2CC2)c2ncn(C3CCCCC3)c2n1	-22	16	0.5	-0.7
COc1ccc(-n2nc3c(c2NC(=O)C(C)(C)C)CS(=O)(=O)C3)cc1	-1	0	0.0	0.6
O=C(c1nc2sccn2c1CN1CCOc2ccc(Cl)cc2C1)N1CCCCC1	7	2	-0.1	-0.8
COc1ccccc1/C=C/C=N/NC(=O)c1cc(-c2ccc(C)s2)[nH]n1	5	-8	0.5	-0.3
COc1ccc(-c2ccc(/C=C/C(=O)c3ccco3)o2)cc1	-42	63*	0.0	3.6
Cc1occc1C(=O)N/N=C\c1cc(Br)cc(Br)c1O	-31	15	0.2	-0.6
COc1ccc(NC(=O)NCc2ccncc2)c(OC)c1	0	14	0.4	-2.1
S=c1nc(NCCc2ccccc2Cl)c2ccccc2[nH]1	-13	-9	0.1	-1.3
c1ccc2oc(-c3ccc(-c4nc5ccccc5o4)cc3)nc2c1	2	7	0.1	-1.0
N#Cc1c(NC(=O)Cn2cnc3sc(-c4ccccc4)cc3c2=O)sc2c1CCC2	0	-12	-0.1	0.8

Three entries from above, in CSV form:
SMILES,TEAD-YAP inh,MITF primary,FBW7 act,GPR151 activ
O=C(c1nc2sccn2c1CN1CCOc2ccc(Cl)cc2C1)N1CCCCC1,7,2,-0.1,-0.8
CCOC(=O)C(C(=O)OCC)C1OC(=O)c2cc3c(cc21)C(=O)OC3C(C(=O)OCC)C(=O)OCC (centres undefined),-8,-8,0.1,0.1
Cc1ccccc1-c1nnc(SCCC#N)n1C,1,6,0.1,1.6

Part of the list above, limited to TEAD-YAP inh and MITF primary:
smiles	TEAD-YAP inh	MITF primary
O=C(c1nc2sccn2c1CN1CCOc2ccc(Cl)cc2C1)N1CCCCC1	7	2
Cc1occc1C(=O)N/N=C\c1cc(Br)cc(Br)c1O	-31	15
COc1ccc(-c2ccc(/C=C/C(=O)c3ccco3)o2)cc1	-42	63*
C/C(=N\Nc1cccc(C)c1C)c1c(O)cc(C)oc1=O	6	9

The results go on:
SMILES	TEAD-YAP inh	MITF primary	FBW7 act	GPR151 activ
CN(C)/C=C/c1cc(=S)c2ccccc2s1	15	-3	-0.1	-0.6
CC(C)(C)n1ncc(C(=O)N2CCOCC2)c1C(F)(F)F	0	-2	0.0	-1.5
COc1ccc(C(C[N+](=O)[O-])Sc2ccccc2N)cc1 (centres undefined)	6	0	0.0	0.0
Cc1ccc(Cc2c(C)nc3c(C(=O)NCC4CCCO4)cnn3c2C)cc1 (centres undefined)	5	0	-0.1	0.3
O=C(CSc1nc2ccccc2c2nc(CCN3CCCCC3)nn12)c1ccccc1	-9	11	0.5	0.6
Cc1ccc(NC(=O)CCCc2nc3ccccc3c(=O)[nH]2)cc1F	-7	-10	-0.1	0.0
COc1ccc(CN2CCC3(CC2)CC(=O)c2cc(F)ccc2O3)cc1	3	1	0.0	1.9
C=CCNC(=O)CN1C(=O)COc2ccccc21	-5	-13	-0.1	0.0
CC1CCc2c(sc(NC(=O)c3ccccc3F)c2C(=O)N(C)C)C1 (centres undefined)	14	-8	0.1	0.4
N/C(=N\OC(=O)Cc1ccccc1)c1ccc([N+](=O)[O-])cc1	-12	3	-0.5	0.2
CCOC(=O)CC(=O)CSc1nc2ccccc2c(=O)n1CCc1ccc(OC)c(OC)c1	-4	-3	-0.3	-0.3
COc1cccc(CC(=O)N2CC[C@@H]3[C@H](CCCN3C(=O)c3csc(C)n3)C2)c1	-14	-11	-0.1	1.5
COCc1cc(C)n(CC(=O)Nc2ccc3c(c2)OCCO3)c(=O)c1C#N	12	10	-0.1	0.2
CCc1c(-c2ccccc2O)cc(-c2ccccc2)nc1-c1ccccc1	-5	-1	0.3	1.7
COc1ccc(C(=O)NCC(c2ccco2)N2CCN(c3ccc(OC)cc3)CC2)cc1 (centres undefined)	-1	-4	0.0	0.6
O=C1CN(C(=O)COC(=O)c2ccc([N+](=O)[O-])o2)c2ccccc2N1	6	-7	-0.1	-1.4
COc1ccc(CCN2C(=O)CCC2(C)C(=O)NC2CCCCCC2)cc1OC (centres undefined)	6	9	0.3	-0.4
O=C(O)c1cccc(N2C(=O)c3ccc(Oc4ccc5c(c4)C(=O)N(c4cccc(C(=O)O)c4)C5=O)cc3C2=O)c1	-2	-1	-0.1	1.2
CC(C)(C)n1ncc2c(=O)n(CC(=O)Nc3ccc([N+](=O)[O-])cc3)cnc21	14	-9	0.0	0.1
Cc1cccc(CNc2nccnc2-c2ccc(O)cc2)c1	-4	2	0.1	0.2
Cc1ccc(NC(=O)c2cc3c(CO)cnc(C)c3oc2=N)c(F)c1	-4	16	0.4	-1.5
Cc1ccc(N2C(=N)S/C(=C\c3ccc(OCc4ccccc4F)cc3)C2=O)cc1C	-5	7	0.1	-0.4
O=C(COc1ccc(Cl)cc1Cl)Nc1ccc(S(=O)(=O)N2CCOCC2)cc1	6	5	-0.1	-0.1
O=c1c2c(n3cnnc3n1CCc1ccccc1)-c1ccccc1CC21CCCCC1	-4	-6	0.0	0.5
COc1cc(NC(=O)c2cc(S(=O)(=O)N3CCCCC3)c(N3CCOCC3)cc2N2CCOCC2)cc(OC)c1OC	0	-13	-0.1	1.0
CCn1cnc2sc(C(=O)Nc3cccc(OC)c3)c(C)c2c1=O	-22	6	0.0	-2.2
Cc1cc(=O)nc2c3ccccc3n(C(C)C(=O)NCc3ccccn3)n12 (centres undefined)	0	1	0.1	3.2
Cn1c(Nc2nc(NCCOc3ccccc3)c3ncn(C4CCCCC4)c3n2)nc2ccccc21	-3	15	-0.1	2.1
COc1cc(NC(=O)c2cccc(-c3ccccc3)n2)cc(OC)c1OC	20	10	0.2	1.4
COc1ccccc1CN1CCNC(=O)C1CC(=O)N1CCC(O)(c2ccccn2)CC1 (centres undefined)	4	-1	0.1	-0.9
CC(C)c1ccc(NC(=O)CC2Sc3ccccc3NC2=O)cc1 (centres undefined)	-7	-5	0.1	-0.9
O=C(O)C1CSC(c2ccccc2Cl)N1C(=O)c1ccccc1F (centres undefined)	0	10	0.1	-0.3
CC(C)(C)OC(=O)NNC1CC(=O)N(c2ccccc2F)C1=O (centres undefined)	-5	-1	0.0	0.2
COc1cccc(C(=O)N=c2sc3cc(Cl)ccc3n2C)c1	-17	4	0.1	-0.9
O=C(Cn1c(=O)oc2cc(S(=O)(=O)N3CCCC3)ccc21)N1CCCC1	-1	-15	0.4	0.2
CC1CCCN(C(c2cccs2)c2sc3ncnn3c2O)C1 (centres undefined)	4	-9	-0.1	-1.4
CCN(CC)C(=O)CSc1nc2ccsc2c(=O)n1CCCC(=O)NCCc1ccc(S(N)(=O)=O)cc1	-3	15	0.2	-0.8
Cc1ccc(NC(=O)c2c(NC(=O)CCC(=O)O)sc3c2CCC(C(C)(C)C)C3)cc1 (centres undefined)	7	19	0.1	1.5
Cc1nc(=O)c(-c2ccccc2)c(C)n1CCCN1CCOCC1	-3	5	0.1	-0.3
COc1ccc(COC(=O)C2=C(C)NC3=C(C(=O)CCC3)C2c2ccc(Cl)cc2Cl)cc1 (centres undefined)	1	-9	0.1	-0.6
CC(C)n1c(Nc2cccc(N(C)C)c2)nc2c(NCCN3CCOCC3)ncnc21	1	11	0.2	-0.5
CCC(=O)Nc1ccc(NC(=S)NC(=O)c2ccc(OC)cc2)cc1	0	0	0.4	-0.5
Cc1cc(OCC(O)CNC2CCCC2)ccc1Cl (centres undefined)	8	5	0.0	-0.7
Cc1[nH][nH]c(=O)c1C(c1ccc2c(c1)OCO2)c1c(C)[nH][nH]c1=O	11	16	-0.5	0.4
CC(C)N1CCC(=NNc2ccc(S(=O)(=O)N3CCOCC3)cc2[N+](=O)[O-])CC1	9	10	-0.2	2.9
COc1cc(C#N)ccc1OCC(=O)NC(c1ccccc1)c1ccccc1	10	-4	-0.1	-0.6
Nc1ccc(S(N)(=O)=O)cc1	8&-7	23&10&-16	0.2&0.1&0.6	-0.9&-1.1&0.3
O=C(NC(c1ccccc1)c1ccccc1)N1CCC(c2nnc(C3CC3)o2)CC1	4	2	0.0	1.1
COc1cc(/C=C2/N=C(c3ccccc3Cl)OC2=O)cc(OC)c1OC(C)=O	-7	11	0.1	0.5
CCc1nnc(NC(=O)CSc2nc3c(c(=O)n2CC)SCC3)s1	6	3	0.3	1.5
O=C1CSc2cc(S(=O)(=O)N3CCN(c4ccccc4F)CC3)ccc2N1	5	-12	0.1	-0.6
COc1cccc(OC(=O)c2cccc(Cl)c2)c1C(N)=O	0	-122	0.0	1.4
Cc1ccc(O)c(NC(=S)NC(=O)c2cccs2)c1	-39	2	-0.2	-1.5
Cc1cccc(-c2noc(CNC(=O)C34CC5CC(CC(C5)C3)C4)n2)c1	6	2	0.1	1.1
Cn1c(=O)n(C)c2cc(NC(=O)CCl)ccc21	10	19	-0.2	3.8
O=C(NCC1CCCO1)c1ccc(N2C(=O)C3C4C=CC(C4)C3C2=O)cc1 (centres undefined)	2	-5	0.1	-0.4
O=C(CN1CCC(NC(=O)c2ccccc2)CC1)Nc1ccc(F)cc1	-2	10	0.1	-0.9
C=CCNS(=O)(=O)c1ccc2ccccc2c1	-12	2	0.1	-0.9
Cc1ccc2c(c1Br)C1(C(=O)N2)C(C#N)=C(N)Oc2n[nH]c(C(C)C)c21 (centres undefined)	-40	0	-0.1	-0.1
CCOc1cccc2c1OC(c1cc(OC)ccc1OC)N1N=C(c3ccco3)CC21 (centres undefined)	-21	11	0.2	0.0

Record cards, as listed above. Order of screens: TEAD-YAP inh	MITF primary	FBW7 act	GPR151 activ
COc1cc(C#N)ccc1OCC(=O)NC(c1ccccc1)c1ccccc1 is listed with 10	-4	-0.1	-0.6
Cc1cccc(-c2noc(CNC(=O)C34CC5CC(CC(C5)C3)C4)n2)c1 is listed with 6	2	0.1	1.1

The list goes on.
SMILES	TEAD-YAP inh	MITF primary	FBW7 act	GPR151 activ
Cc1ccc(-n2c(C)nc3ccc(-c4ccc5nc(C)n(-c6ccc(C)c(C)c6)c(=O)c5c4)cc3c2=O)cc1C	10	8	-0.3	0.1
Fc1ccc(C2=NC3(CCCCC3)NC2=S)cc1	0	-8	0.0	2.8
O=C(Cn1nc(-c2ccccc2)ccc1=O)NCCc1ccccc1	10	7	0.1	-0.1
CCOC(=O)C1=C(C)NC(=O)NC1c1cccc([N+](=O)[O-])c1 (centres undefined)	2	0	0.2	-1.9
CC(=O)c1cccc(NC(=O)C(=O)NCc2ccco2)c1	-19	-1	-0.2	-0.4
Cc1cc(C(=O)Nc2sc3c(c2C#N)CCCC3)on1	-21	-19	0.1	-0.2
COc1cccc(NC(=O)Nc2nnc(N3CCCC3)s2)c1	-6	8	-0.1	-0.6
COc1cc(C)ccc1OCCCOc1ccc([N+](=O)[O-])cc1	0	11	0.1	0.0
CCOc1ccccc1NS(=O)(=O)c1cc(Br)cc2c1N(C(C)=O)CC2	6	9	0.3	0.2
CC(C)N(CCNc1nc(N2CCOCC2)nc2c1ncn2C1CCCCC1)C(C)C	1	11	0.3	0.0
O=C(Cc1cccc(F)c1)Nc1cnn(-c2ccc(C(=O)N[C@H]3CCCCNC3=O)cc2)c1	5	17	0.1	0.1
CCNC(=O)n1ccc(-c2c(C)nc3cc(C)ccn23)n1	-10	15	0.1	-1.0
O=C1CCCN2N=C(SCC(=O)NCc3ccco3)SC2=N1	1	13	-0.1	1.1
COCCNCCOCCOc1c(OC)cccc1OC	-1	3	0.6	-0.8
Cc1cc(C)cc(NC(=O)CCc2c(C)nc3nc(CN)nn3c2C)c1	-1	10	0.1	0.1
CCN(CC)CCNC(=O)c1ccc(NC(=O)c2ccc3c(=O)n(Cc4ccc5c(c4)OCO5)c(=S)[nH]c3c2)cc1	2	-14	-0.1	0.3

From PubChem BioAssay
